# PI4K2A inh = blocks human PI4K2A kinase activity | purified PI4K2A, ADP-Glo luminescence, 1 h; stronger effect = lower value | 0.13% of 420,000 active | Q9BTU6 | activity change, negative = inhibition, % at 76.9 µM; in the data active = activity change below about -50%; inconclusive = mostly about -30% to -49%;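 also: -100% = wells without enzyme as full effect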
#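 ADP-Glo luminescence measured ADP generated by PI4K2A enzyme (4 ug/mL before mixing) with 1.2 mM PI substrate (pre-mix) and 300 microM ATP (pre-mix). Tris pH7.5 buffer with MgCl2, Triton X-100; 1 h reaction at ambient temperature.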
# BAZ2B block = inhibitors of human BAZ2B bromodomain | Potency, µM (titrated, usually from 114 µM), without a hit: at the highest dose activity change, negative = inhibition, hits mostly inhibitors | AID 504333 | AlphaScreen BAZ2B-H3K14Ac peptide displacement | 4.4% of 360,000 active; also: potency is read from the fitted curve at half-maximal effect; % is scaled to controls: 0 for no effect and ±100 for the full control effect; nearly all actives have a fitted effect of over 60% in size
# Target sequence (Q9UIF8 whole entry, looked up): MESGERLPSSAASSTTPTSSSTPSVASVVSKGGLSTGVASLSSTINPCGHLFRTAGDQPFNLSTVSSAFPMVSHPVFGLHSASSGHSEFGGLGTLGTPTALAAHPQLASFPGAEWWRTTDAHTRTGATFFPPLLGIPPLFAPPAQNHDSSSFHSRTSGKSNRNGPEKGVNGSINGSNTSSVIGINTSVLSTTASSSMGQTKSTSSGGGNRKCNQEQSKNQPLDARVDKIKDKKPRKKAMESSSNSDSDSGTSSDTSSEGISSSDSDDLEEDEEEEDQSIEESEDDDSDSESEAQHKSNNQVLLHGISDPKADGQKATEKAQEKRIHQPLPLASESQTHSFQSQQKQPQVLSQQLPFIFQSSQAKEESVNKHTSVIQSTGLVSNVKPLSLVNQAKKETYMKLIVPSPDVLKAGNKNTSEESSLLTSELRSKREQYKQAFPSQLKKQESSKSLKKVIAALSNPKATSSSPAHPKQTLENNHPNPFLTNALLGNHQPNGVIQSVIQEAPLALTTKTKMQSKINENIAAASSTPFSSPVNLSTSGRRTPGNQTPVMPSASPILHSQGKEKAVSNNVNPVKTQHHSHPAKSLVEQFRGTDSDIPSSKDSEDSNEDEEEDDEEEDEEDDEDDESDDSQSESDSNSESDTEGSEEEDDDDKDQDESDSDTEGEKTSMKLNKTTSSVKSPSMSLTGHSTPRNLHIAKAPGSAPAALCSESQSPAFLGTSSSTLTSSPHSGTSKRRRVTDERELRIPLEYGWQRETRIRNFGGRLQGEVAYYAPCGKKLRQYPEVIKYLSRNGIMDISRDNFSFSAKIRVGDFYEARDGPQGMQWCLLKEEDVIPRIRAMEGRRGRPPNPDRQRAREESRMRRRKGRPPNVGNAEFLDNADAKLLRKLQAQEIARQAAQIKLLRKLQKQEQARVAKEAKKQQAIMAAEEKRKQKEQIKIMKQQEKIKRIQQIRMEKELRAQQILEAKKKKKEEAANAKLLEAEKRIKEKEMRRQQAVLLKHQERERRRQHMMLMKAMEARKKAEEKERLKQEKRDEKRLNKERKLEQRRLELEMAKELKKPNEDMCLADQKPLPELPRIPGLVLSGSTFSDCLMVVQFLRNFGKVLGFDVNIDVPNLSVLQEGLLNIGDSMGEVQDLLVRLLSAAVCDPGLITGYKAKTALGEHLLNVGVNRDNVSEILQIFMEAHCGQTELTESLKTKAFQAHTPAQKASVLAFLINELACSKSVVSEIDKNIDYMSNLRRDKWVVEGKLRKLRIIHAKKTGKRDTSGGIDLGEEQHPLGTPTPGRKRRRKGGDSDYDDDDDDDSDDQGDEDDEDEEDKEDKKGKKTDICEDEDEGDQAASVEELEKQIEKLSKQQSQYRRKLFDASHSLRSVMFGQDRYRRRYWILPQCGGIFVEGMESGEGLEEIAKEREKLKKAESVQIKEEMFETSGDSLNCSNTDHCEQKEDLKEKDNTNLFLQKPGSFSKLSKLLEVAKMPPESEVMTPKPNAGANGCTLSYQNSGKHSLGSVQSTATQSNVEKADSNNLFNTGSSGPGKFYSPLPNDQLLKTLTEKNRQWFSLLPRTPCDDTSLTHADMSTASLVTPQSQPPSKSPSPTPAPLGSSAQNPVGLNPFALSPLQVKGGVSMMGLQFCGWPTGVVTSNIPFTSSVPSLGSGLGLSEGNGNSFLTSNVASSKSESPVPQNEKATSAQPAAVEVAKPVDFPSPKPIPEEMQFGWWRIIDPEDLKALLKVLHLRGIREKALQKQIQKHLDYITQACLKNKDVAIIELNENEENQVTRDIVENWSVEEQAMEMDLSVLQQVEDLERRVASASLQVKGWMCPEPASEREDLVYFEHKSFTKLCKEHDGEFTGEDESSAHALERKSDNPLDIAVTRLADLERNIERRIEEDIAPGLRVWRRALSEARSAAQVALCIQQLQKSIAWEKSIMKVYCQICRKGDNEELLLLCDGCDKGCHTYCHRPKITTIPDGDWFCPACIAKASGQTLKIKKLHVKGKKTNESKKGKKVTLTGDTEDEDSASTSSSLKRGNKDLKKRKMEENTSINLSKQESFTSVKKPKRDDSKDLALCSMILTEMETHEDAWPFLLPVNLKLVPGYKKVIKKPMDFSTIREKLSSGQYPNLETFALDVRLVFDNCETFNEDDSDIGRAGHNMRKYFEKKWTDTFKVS
#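 Inhibition is scored as reduced AlphaScreen emission. The BAZ2B/b-H3(5-23)K14Ac complex (50 nM each) in PBS pH 7.4, 0.01% Tween-20 meets compound (up to 110 uM) for 30 min at RT before bead addition.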
# Pin1 inhibitor = human Pin1 inhibition. Potency, µM (highest dose often 115 µM), inactives show top-dose activity, negative = inhibition, most hits filed as inhibitors. 0.009% of 390,000 active. Q13526. Pin1 FP peptide displacement, HiFluor488, 10 min. AID 504891; active = well fitted inhibition curve with a large enough effect in the polarisation, with a control signal flat, not every such curve was filed as active; inconclusive = small, poorly fitted or top-dose-only effect, or effect the other way, or a change in a side signal; inactive = no such curve, though single readings can be large or run the other way; the % refers to the polarisation; also: potency is read from the fitted curve at half-maximal effect; % is scaled to controls: 0 for no effect and ±100 for the full control effect
# Tb PGK inh = blocks T. brucei phosphoglycerate kinase; AID 602233; PGK/GAPDH coupled, Kinase-Glo luminescence, 60 min; Potency, µM (series often up to 57.5 µM), for the others: at the highest dose activity change, negative = inhibition, actives largely listed as inhibitors; 0.043% of 380,000 active; also: potency is read from the fitted curve at half-maximal effect; % is scaled to controls: 0 for no effect and ±100 for the full control effect; nearly all actives have a fitted effect of over 60% in size
#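 Recombinant glycosomal PGK reaction used 1,3-bisphosphoglycerate generated in-well by GAPDH (100nM final) in 100mM TEA pH 7.6, 5mM MgCl2, 0.01% Tween-20. After 60 minutes at room temperature, ATP was read by Kinase-Glo Plus luminescence end-point.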
# GLS inh = blocks human kidney-isoform glutaminase activity. O94925. GLS enzymatic activity, qHTS titration. Potency, µM (top dose mostly 45.5 µM), for inactives: at the highest dose activity change, negative = inhibition, hits mostly inhibitors. 0.21% of 410,000 active. AID 624170; also: potency is read from the fitted curve at half-maximal effect; % is scaled to controls: 0 for no effect and ±100 for the full control effect
#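 Assay buffer: 45 mM KH2PO4 pH 8.2, 0.02% Tween-20. hKGA acts on L-glutamine (1 mM solution added); product glutamate is reported by an oxidase/peroxidase Amplex Red coupling, with fluorescence taken at baseline and 30 min.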
# JMJD2A Tudor = JMJD2A Tudor domain (human) inhibition; O75164; AlphaScreen JMJD2A-Tudor / H3K4me3 peptide binding; Potency, µM (top dose mostly 114 µM), for the others: at the top dose activity change, negative = inhibition, actives largely listed as inhibitors; 4.4% of 390,000 active; also: potency is read from the fitted curve at half-maximal effect; % is scaled to controls: 0 for no effect and ±100 for the full control effect; nearly all actives have a fitted effect of over 50% in size
# G9a inh = G9a (human) methyltransferase inhibition | Q96KQ7 | G9a H3K9 monomethylation, AlphaScreen, 2 h | Potency, µM (doses to about 102 µM), for the others: at the top dose activity, negative = inhibition, hits mostly inhibitors | 8.8% of 350,000 active | AID 504332; also: potency is read from the fitted curve at half-maximal effect; % is scaled to controls: 0 for no effect and ±100 for the full control effect; nearly all actives have a fitted effect of over 75% in size
#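 Quantitative HTS format: methyltransferase activity on a biotin-tagged H3K9 peptide is measured by AlphaScreen, using a rabbit anti-monomethyl-H3K9 antibody with streptavidin donor and anti-IgG acceptor beads. Final levels are 20 nM enzyme, 500 nM peptide, 20 uM SAM; 2 h RT.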
# Pol eta inh = DNA polymerase eta (human) inhibition; Q9Y253; recombinant Pol eta, fluorescent DNA replication assay; Potency, µM (series often up to 114 µM), for inactives: at the highest dose activity change, negative = inhibition, most hits filed as inhibitors; 1.2% of 390,000 active; AID 588591; also: potency is read from the fitted curve at half-maximal effect; % is scaled to controls: 0 for no effect and ±100 for the full control effect
#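 Pol eta (10 nM) was preincubated with compounds for 15 min at room temperature, after which fluorescent replication substrate (50 nM final) was added to start the reaction. Fluorescence was read kinetically at 0 and 10 min.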
# HP1b binding inh = HP1-beta chromodomain-methylated histone interaction inhibition; P83916; AlphaScreen HP1-beta / biotin-H3K9me3 peptide binding; Potency, µM (doses to about 114 µM), without a hit: at the top dose activity change, negative = inhibition, actives largely listed as inhibitors; 0.56% of 390,000 active; also: potency is read from the fitted curve at half-maximal effect; nearly all actives have a fitted effect of over 70% in size; inactives centre near 23
#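 HP1-beta protein (50 nM final) preincubated 30 min at room temperature with biotinylated H3(1-18)K9me3 peptide (50 nM) in PBS pH 7.4, 0.01% Tween-20, then compound added for 30 min. AlphaScreen streptavidin donor/nickel chelate acceptor beads (10 ug/mL final), 30 min dark, luminescence read.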
# Active calls of the source: *; i = inactive; ? = inconclusive; . = not tested or not shown; & = joins results of further samples; ! = not active in a repeat; [ ] = remark or other dose. Unless noted, calls follow the shape of the dose curve; as a rule, active = well fitted curve in the direction sought with a large enough effect; inconclusive = small, poorly fitted or top-dose-only effect, or another doubt; inactive = no such curve, though single readings can be large; an effect the other way counts as inactive or inconclusive.
SMILES,PI4K2A inh,BAZ2B block,Pin1 inhibitor,Tb PGK inh,GLS inh,JMJD2A Tudor,G9a inh,Pol eta inh,HP1b binding inh
O=[N+]([O-])c1ccc(Cl)c([N+](=O)[O-])c1,16.4,-33.6%,11.9%,0.4%,3.5%,?,-33.9%[59 µM],-20.7%,1.8%
O=C(c1cccs1)C1CN2CCC1CC2 (stereo not drawn),6.1,-0.7%,-1.8%,-4.4%,-1.0%,-19.3%,?,-11.4%,11.5%
CN1c2ccc([N+](=O)[O-])cc2CC2(C(=O)NC(=O)NC2=O)C1c1ccccc1 (stereo not drawn),-1.0,-6.0%,-0.1%,-8.3%,3.6%,-19.4%,10.8%[59 µM],-5.9%,2.1%
Cc1cc(C)n(-c2nc3nonc3nc2Nc2cccc(C)c2C)n1,-6.8,-1.4%,?,-8.6%,-0.1%,-19.0%,13.1%[59 µM],-7.5%,43.6%[activator]
CCC12CN3CC(CC)(CN(C1)C3c1cccnc1)C2=O (stereo not drawn),-5.0,-21.3%,3.2%,2.6%,5.2%,2.5%,-0.4%[12.7 µM],-0.8%,14.6%
Nc1ccc2c(c1)Cc1ccccc1-2,-5.1,50.1µM*,3.7%,-6.6%,2.6%,?,?,0.5%,?
CCN(C1CCCCC1)S(=O)(=O)c1ccc(S(=O)(=O)N(CC(=O)Nc2ccccc2)C2CC2)cc1,-7.6,1.5%,20.2%,-4.7%,-4.7%,-20.9%,?,-15.9%,16.5%
Cc1[nH]c2c(C(F)(F)F)cccc2c1CCN,3.1,?,1.0%,-2.5%,14.8%,-26.8%,-23.6%[59 µM],-13.4%,-7.0%
CN1C(=O)C(C2c3ccccc3C(=O)N2Cc2ccccc2)C(=O)N(C)C1=O (stereo not drawn),-0.2,79.4µM*,1.3%,i,9.8%,-28.5%,?,-1.7%,17.4%
O=C(CNC(=O)c1ccccc1)Nc1ccc(Br)cc1C(=O)c1ccccc1,0.2,2.9%,?,2.2%,-2.7%,-22.9%,9.3%[59 µM],-9.4%,27.8%
O=C(O)c1ccc([N+](=O)[O-])c([N+](=O)[O-])c1,-3.1,.,-8.0%,-11.6%,-22.6%,-20.7%,.,?,-12.8%
COc1ccc(-c2ccc3n2Cc2cnnn2-c2ccccc2-3)cc1,-0.3,.,-2.6%,-4.7%,0.6%,?,.,-15.6%,?
CCOc1ccc(N=Cc2c(O)n(-c3ccc(C)c(C)c3)c(=O)[nH]c2=O)cc1,-20.4,1.2%,-0.7%,i,-14.6%,-4.1%,.,-13.2%,35.4%
C=CCN1C(=O)/C(=C/c2cccs2)C(=O)NC1=S,-0.9,?,26.9%,2.6%,-11.0%,79.4µM*,8.91µM*,?,-7.0%
COc1ccc(C)cc1NC(=O)c1c(C)nn(Cc2ccccc2)c1Cl,-0.2,15.9%,-6.0%,-1.9%,-3.8%,28.3%,0.7%,-8.8%,52.6%[activator]
Cc1cc(OCc2nn[nH]n2)c2c3c(c(=O)oc2c1)CCCC3,1.4,1.5%,-0.6%,-6.8%,6.2%,-21.2%,?,5.7%,16.7%
COc1cc(/C=C2\C(=O)NC(=O)N(CCc3ccc(F)cc3)C2=O)ccc1O,-53.4*,0.5%,?,-0.8%,6.6%,-9.8%,39.8µM*,-0.5%,32.3%
CC/C(=N\NC(=O)c1ccccc1)c1c(O)n(C2CCCCC2)c(=O)[nH]c1=O,-6.9,?,-8.3%,-0.8%,-1.6%,-12.8%,1.0%,-7.9%,16.4%[57 µM]
CC12CCC3C(CCC4(O)CC(O)CCC34C=NO)C1(O)CCC2C1=COC(=O)C1 (stereo not drawn),0.5,.,3.6%,-5.8%,3.7%,-22.9%,.,-10.0%,20.5%
Cc1cc(C=C2C(=O)N(C)C(=S)N(C)C2=O)c(C)n1C1CCCC1,-6.3,?,16.1%,0.6%,-1.4%,?,11.2µM*,6.5%,-11.4%
COc1ccc(N2CCN(CCCN)CC2)cc1,4.2,.,-0.5%,1.2%,42.6%[activator],10µM*,.,-13.6%,?
CC(NC1CCCCC1)C(O)C12CC3CC(CC(C3)C1)C2 (stereo not drawn),7.8,1.7%,-3.8%,.,-19.2%,-18.4%,-30.7%,-8.9%,5.6%
c1ccc2c(CN3CCCCC3)c[nH]c2c1,13.4,-12.0%,1.4%,-8.3%,2.8%,12.1%,23.8%,-23.3%,54.5%[activator]
COc1ccccc1N1CCN(C(=O)CCS(=O)(=O)c2ccc3c(c2)oc(=O)n3C)CC1,3.8&-4.3,-10.9%,-1.9%&-7.4%,-10.4%&-7.5%,12.3%&18.0%,-19.1%&-8.7%,-10.9%[0.0925 µM],-17.9%&-20.9%,38.0%&9.1%[activator]
CCOC(=O)c1c(C)n(CCOC)c2ccc(O)cc12,-3.3,10.9%,-5.8%,-8.6%,3.6%,-14.8%,?,8.5%,12.3%
COc1ccc(C2NCCc3[nH]cnc32)cc1 (stereo not drawn),-0.8,-4.1%,2.8%,-4.7%,-10.4%,-10.2%,8.2%,2.7%,16.0%
CC(C)NC(=O)NC1C2CC3CC(C2)CC1C3 (stereo not drawn),0.4,26.8%,0.3%,-4.0%,-14.3%,11.6%,-12.0%[59 µM],-16.8%,49.3%[activator]
Cc1ccc(P(=S)(c2ccc(C)o2)N2CCOCC2)o1,-1.7,5.3%,31.3%[activator],-3.5%,1.3%,-22.6%,-35.9%[12.7 µM],0.9%,27.3%
CCOP(=O)(OCC)/C(C#N)=C/c1ccoc1,-1.4,-4.7%,?,-8.3%,7.3%,-7.4%,?,?,11.8%[57 µM]
Cc1cc(C)c2c(ccc3cccc[n+]32)c1,-2.6,.,-2.3%,5.5%,9.3%,1.1%,.,-10.7%,19.3%
C[C@H](CO)N1C[C@H](C)[C@@H](CN(C)C(=O)Nc2ccc(C(F)(F)F)cc2)Oc2c(NS(=O)(=O)c3cccs3)cccc2C1=O,7.7,.,-0.3%,-1.2%,-6.3%,-7.2%,.,-8.9%,39.3%[activator]
CCCSc1ccc2nc(NC(=O)OC)[nH]c2c1,0.4&0.8,-1.3%,-2.1%,-2.0%,-0.3%,-24.5%,27.7%[21.5 µM],-5.3%,39.2%[activator]
CC(=O)C1C(N2CC2)CC2C3CCC4=CC(=O)CCC4(C)C3CCC21C (stereo not drawn),-7.0,.,-7.6%,-7.4%,-0.4%,-16.7%,.,-11.4%,28.7%
CC1CN=C(Nc2ccc(F)c(Cl)c2)S1 (stereo not drawn),-4.0,-15.6%,2.4%,-2.8%,1.3%,-4.1%,23.6%,2.6%,23.9%
COc1ccc(NC(=O)N2CCC3(CC2)OCCO3)c(OC)c1,-2.4,26.7%,-0.7%,i,16.4%,-10.7%,18.8%,-11.8%,37.7%
CC(C)NC(C)C(=O)C12CC3CC(CC(C3)C1)C2 (stereo not drawn),-2.7,?,0.3%,2.1%,6.8%,-10.9%,6.7%,-1.3%,19.7%
COC(=O)C1=C(c2ccc(OCc3ccccc3)cc2)C[C@@H]2CC[C@H]1N2C(=O)NCCc1ccc(F)cc1,5.0,.,.,-3.9%,-5.1%,.,.,-26.4%,.
CC(=O)NNC(=O)CN1C(=O)CN=C(c2ccccc2)c2cc(Br)ccc21,0.0,-9.2%,4.1%,-1.0%,6.2%,-17.5%,1.7%,-6.7%,12.5%
CCN(CC)CC(=O)Nc1ccc(Cl)cc1C(=O)c1ccccc1,-2.5,.,5.0%,-0.6%,24.6%,-2.7%,.,-8.9%,25.1%
Clc1cccc(NC2=NCCS2)c1,-1.5,.,.,-10.6%,8.8%,.,.,3.5%,.
Cc1ccc(CN2C3CCCC2CC(NC(=S)NCc2ccccc2)C3)cc1 (stereo not drawn),-1.7,-17.3%,2.6%,3.9%,-3.2%,-22.3%,.,-20.6%,31.3%
N=C1SCC(=O)N1Cc1ccccc1,-4.4,.,-2.7%,-3.5%,-6.3%,4.5%,-35.6%,-19.9%,57.0%[activator]
O=C(NN=Cc1ccc(N(CCCl)CCCl)cc1)c1cc(=O)[nH]c(=O)[nH]1,1.6,.,?,11.1%,8.2%,-10.3%,.,-16.4%,40.5%[activator]
CCCCOC1OCN(C2CCCCC2)CC1(C)C (stereo not drawn),-2.7,.,.,-3.1%,-5.6%,.,.,-0.7%,.
N[C@@]1(C(=O)O)CC[C@@H](C(=O)O)C1,-2.6&-4.9,-1.2%,-1.4%,-1.4%,-4.0%,50.1µM*,29.9µM*!,-14.1%,-16.1%
Cc1ccc(NC2=NCCCS2)c(C)c1C,1.3,12.0%,-5.6%,-4.5%,-4.6%,-12.5%,-1.6%[59 µM],-13.5%,30.3%
CCOc1ccccc1C1SCC(=O)Nc2c1c(=O)[nH]n2C(CC)CC (stereo not drawn),-1.6,-23.5%,-0.4%,i,-1.1%,8.6%,-13.1%,-8.1%,18.2%
CC(C)OCCCNC(=O)c1c(N)n(CC2CCCO2)c2nc3ccccc3nc12 (stereo not drawn),?,74.9%[activator],4.8%,8.8%[11.5 µM],-0.7%,57.1%[activator],71.4%[activator][59 µM],-13.1%,205.3%[activator]
CCOc1ccc2nc(NC(=O)c3cccn(Cc4ccc(C)cc4)c3=O)sc2c1,-2.6,-12.8%,-8.5%,-1.1%,2.8%,-1.9%,?,-1.1%,11.5%

# Source: PubChem (National Center for Advancing Translational Sciences (NCATS))

# These rows are one share of the data; rates above refer to the full screens.
